# Pf gametocyte = late stage P. falciparum gametocyte viability inhibitors, primary screen, ATP luminescence, HTS; P. falciparum stage V gametocytes, 24 h; inhibition, % at 10.9 µM; 150,000 tested, 0.065% active; AID 743093, 2013;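 active means inhibition above the mean plus 3 SD of compounds within the control limits, set per campaign, cut at about 38% in these data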;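 further: 0% = DMSO wells and 100% = medium only without gametocytes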
# Active calls of the source: *.
item	mol	Pf gametocyte
1	COc1cc2c(cc1OC)C(c1cccc(Br)c1)CC(=O)N2 (centres undefined)	-7
2	COc1ccc(CC(=O)N2CCN(c3cccc(C)c3C)CC2)cc1	-2
3	CCc1ccc(-n2nnnc2SCC(=O)Nc2ccc(NC(C)=O)cc2)cc1	-8
4	CC(C)c1ccc(OCC(=O)Nc2ccncc2)cc1	1
5	COC(=O)C1N[C@@H]([C@@H](NC(=O)COc2ccccc2)C(=O)Nc2ccc(OC)cc2)SC1(C)C (some centres undefined)	18
6	COC(=O)CN1C(=O)[C@H]2[C@@H](/C=C/c3ccccc3)N3C(=O)CN(CCO)C(=O)[C@@]3(Cc3ccccc3)[C@H]2C1=O	-5
7	Clc1ccc2c(N3CCOCC3)ccnc2c1	10
8	CCc1ccccc1NC(=O)CN(c1ccc(OC)cc1OC)S(=O)(=O)c1ccccc1	16
9	O=[N+]([O-])c1ccc(NS(=O)(=O)c2cccc3cccnc23)cc1	7
10	CCCCN1CC[C@H]2C=CC[C@@H](C(=O)Nc3ccc(Cl)c(C(F)(F)F)c3)[C@H]2C1=O	-7
11	ClCc1nc2ccccc2n1Cc1ccccc1	-18
12	Cc1ccc(N2C(=O)c3ccccc3C(C)(C)C2=O)cc1	-15
13	CCOC(=O)c1ncccc1NC(=O)CC(=O)Nc1cccnc1C(=O)OCC	-42
14	CCC1(c2ccc(F)cc2)NC(=O)N(CC(=O)N2CCOCC2)C1=O (centres undefined)	19
15	CN1CCN(CC(=O)Nc2ccccc2C(F)(F)F)CC1	16
16	O=C(COc1ccccc1)Nc1ccc(F)cc1	-13
17	Cc1ccc[n+](C(C)C(=O)Nc2ccc(C)c(C)c2)c1 (centres undefined)	-7
18	CC(C)(C)CC(=O)N1CCN(Cc2ccc3c(c2)OCO3)CC1	10
19	CC(C)c1ccc(N(CC(=O)N2CCN(Cc3ccccc3)CC2)S(C)(=O)=O)cc1	8
20	COc1ccc(Cl)cc1Nc1cc(C)nc2ccccc12	-15
21	CCOc1ccccc1N1CCN(CC(=O)Nc2ncc(C)s2)CC1	1
22	C[C@@H]1CN(S(=O)(=O)c2ccc3c(c2)OCCO3)CCN1S(=O)(=O)c1c(F)cccc1F	19
23	COC(=O)[C@@]12CCCCN1[C@H](c1ccc(-c3ccc(Cl)c(Cl)c3)c(OC)c1)[C@H]1C(=O)N(C)C(=O)[C@H]12	-22
24	CSc1nsc(SCC(=O)NCc2ccccc2)n1	-11
25	c1ccc(-c2nc(NC3CCCC3)c3ccccc3n2)cc1	3
26	CC1=NN(C)C(=O)C1Cc1c(F)cccc1Cl (centres undefined)	9
27	CC(=O)Oc1ccc2occ(-c3ccccc3)c2c1	9
28	CCNS(=O)(=O)c1ccc(CCC(=O)N2CCN(c3ccccc3F)CC2)cc1	7
29	CC(=O)n1c(=O)oc2ccccc21	16
30	CC(=O)Nc1nc2cc([N+](=O)[O-])ccc2s1	8
31	CCn1c(Cc2ccc(OC)cc2)nc2ccccc21	15
32	COc1cc(O)c2c(=O)c3c(O[C@H]4O[C@@H](CO)[C@H](O)[C@@H](O)[C@@H]4O)ccc(O)c3oc2c1	-14
33	CCOc1ccc(/C=C/c2nc(C#N)c(NCCCOC)o2)cc1	14
34	CCc1ccc2[nH]c3nc(N/N=C/c4cccc(O)c4)nnc3c2c1	-46
35	FC(F)(F)c1ccc(NCCc2ccccc2)nc1	21
36	Cc1cc(C)c(S(=O)(=O)N2CCN(C(=O)N3CCCCC3)CC2)c(C)c1	-14
37	Cc1cc2ncn(C(=O)c3ccc(F)cc3)c2cc1C	23
38	CC(C)(C)OC(=O)N1CCN(C(=O)c2[nH]cnc2C(=O)N[C@@H](Cc2ccccc2)C(=O)OCc2ccccc2)CC1	21
39	Cc1ccc(N(C)C(=O)c2cnn(-c3ccccc3)c2C)c(C)c1	8
40	COc1cc(C(C)=O)ccc1Oc1cc(NN2CCCCC2)c([N+](=O)[O-])cc1[N+](=O)[O-]	1
41	CC(C)NC(=O)Nc1cccc2c1O[C@H](CN(C)C(=O)NC1CCCCC1)[C@H](C)CN([C@H](C)CO)C2=O	-9
42	Cc1cc(C)c2c3c(cn2n1)c(=O)n(C)c(=O)n3C	3
43	COc1ccc(N2CCOCC2)c(NC(=O)c2cccc3ccccc23)c1	8
44	COc1ccc(NC(=O)CCN2C(=O)c3cccc([N+](=O)[O-])c3C2=O)cc1	14
45	O=C(N[C@@H]1CCC(=O)N(CC[C@H](Sc2ccc(Br)cc2)c2ccccc2)CC1)OCc1ccccc1	-4
46	Cc1cc(C)cc(OCC(=O)N2CCc3ccccc3C2)c1	-6
47	CCOC(=O)c1cn(C2CC2)c2c(F)c(NCCCN(C)C)c(F)cc2c1=O	4
48	C[C@H](CO)N1C[C@H](C)[C@@H](CN(C)Cc2ccncc2)Oc2c(NC(=O)c3ccncc3)cccc2C1=O	5
49	COC(=O)c1ccc(N2NC(=O)/C(=C/c3ccc(OC)c(OC)c3)C2=O)cc1	-14
50	CSc1ccccc1C(=O)NCCSc1ccc(C)cc1	-4
51	O=c1cc(NC2CCCCC2)[nH]c(=O)[nH]1	-23
52	CCOC(=O)C1(CCOc2ccccc2)CCN(CC2CC2)CC1	5
53	CCN1C[C@@H]2[C@@H]3C(=O)N(C)C(=O)[C@@H]3[C@](CC)(C1=O)N2C(=O)c1ccc(F)cc1	24
54	Cc1ccc(Cn2c(C)nc3ccc([N+](=O)[O-])cc3c2=O)cc1	4
55	O=C(CCC(=O)c1ccccc1)Nc1ccccc1	-35
56	CCCCNC(=S)N(CCN(CC)CC)Cc1cc2cc3c(cc2[nH]c1=O)OCO3	6
57	CN1/C(=C/c2cccc[n+]2CCO)Sc2ccccc21	-4
58	COc1ccc(-c2c(C3=CCCCC3)oc3ccc(-c4ccc5c(c4)OCO5)cc23)cn1	-42
59	O=C(O)c1ccc(/C=N\Nc2ccccn2)cc1	15
60	COc1ccc(S(=O)(=O)N2CCN(Cc3ccccc3[N+](=O)[O-])CC2)cc1	-5

# New compounds follow.
item	mol	Pf gametocyte
61	CCCCC(=O)Nc1ccc(N2CCCC2)cc1	-11
62	CCC(C(=O)NC1CCCCCC1)c1ccccc1 (centres undefined)	6
63	CNC[C@@H](C)NC[C@@H](Cc1ccccc1)NCCc1ccccc1	-18
64	O=C(O)C1C2C=CC(C2)C1C(=O)NCc1ccc(Cl)cc1Cl (centres undefined)	14
65	COc1ccc(CNc2ncc(-c3ccccc3)n2C)c(OC)c1OC	11
66	COc1ccccc1CN1CCc2c([nH]c3ccccc23)C1	-17
67	CC(=O)N1CCN(c2ccc(Nc3nc(C)nc4c3oc3ccccc34)cc2)CC1	-2
68	Cc1ccc(NC(=O)COCC(=O)Nc2ccc(C)cc2)cc1	9
69	COc1ccc(/C=C2\CCCCC2=O)cc1	2
70	C[C@H](CO)N1C[C@H](C)[C@@H](CN(C)C)Oc2c(NC(=O)CCCCCC(=O)Nc3ccccc3N)cccc2C1=O	2
71	Cc1ccc(C(=O)c2c3ccccc3[n+]([O-])n2[C@@H](C)C(N)=O)cc1	-2
72	CN(Cc1ccccc1)C(=O)c1[nH]cnc1C(=O)NCCCCCNC(=O)OC(C)(C)C	-19
73	Cc1cccc2c(=O)c(C(=O)NCc3cccs3)c[nH]c12	18
74	Cc1ccc(NS(=O)(=O)c2ccc(C(C)(C)C)cc2)cn1	19
75	O=C(Nc1cccc2cccnc12)c1cc(F)c(F)cc1Cl	19
76	COC(=O)Cn1c(C(O)c2ccccc2)nc2ccccc21 (centres undefined)	2
77	CCOC(=O)C1=NN(c2ccccc2)C2=NC(C)=C(C(=O)OC)C(c3cccs3)N12 (centres undefined)	-17
78	CC(NCc1cc(Br)ccc1OCC(N)=O)C12CC3CC(CC(C3)C1)C2 (centres undefined)	-59
79	CN(C)CCCNC(=O)c1ccc(-c2cc(O)c3ncccc3c2)cc1	1
80	O=[N+]([O-])c1ccc(NC(=S)N2CCN(c3ccccn3)CC2)cc1	3
81	COc1ccc(N2C(=O)N3[C@H](c4cccc(C)c4)[C@@H]4C(=O)N(Cc5ccccc5)C(=O)[C@@H]4[C@]3(Cc3ccccc3)C2=O)cc1	-16
82	Cc1c(Cl)cccc1NC(=O)c1ccco1	5
83	CCC(C)(C)C1CCc2[nH]nc(C(=O)NC(C)C)c2C1 (centres undefined)	-33
84	COCCCNC(=O)c1ccccc1N(Cc1ccccc1)S(=O)(=O)c1ccccc1	4

# Nos. 63 to 82, quoted:
item	mol	Pf gametocyte
63	CNC[C@@H](C)NC[C@@H](Cc1ccccc1)NCCc1ccccc1	-18
64	O=C(O)C1C2C=CC(C2)C1C(=O)NCc1ccc(Cl)cc1Cl (centres undefined)	14
65	COc1ccc(CNc2ncc(-c3ccccc3)n2C)c(OC)c1OC	11
66	COc1ccccc1CN1CCc2c([nH]c3ccccc23)C1	-17
67	CC(=O)N1CCN(c2ccc(Nc3nc(C)nc4c3oc3ccccc34)cc2)CC1	-2
68	Cc1ccc(NC(=O)COCC(=O)Nc2ccc(C)cc2)cc1	9
69	COc1ccc(/C=C2\CCCCC2=O)cc1	2
70	C[C@H](CO)N1C[C@H](C)[C@@H](CN(C)C)Oc2c(NC(=O)CCCCCC(=O)Nc3ccccc3N)cccc2C1=O	2
71	Cc1ccc(C(=O)c2c3ccccc3[n+]([O-])n2[C@@H](C)C(N)=O)cc1	-2
72	CN(Cc1ccccc1)C(=O)c1[nH]cnc1C(=O)NCCCCCNC(=O)OC(C)(C)C	-19
73	Cc1cccc2c(=O)c(C(=O)NCc3cccs3)c[nH]c12	18
74	Cc1ccc(NS(=O)(=O)c2ccc(C(C)(C)C)cc2)cn1	19
75	O=C(Nc1cccc2cccnc12)c1cc(F)c(F)cc1Cl	19
76	COC(=O)Cn1c(C(O)c2ccccc2)nc2ccccc21 (centres undefined)	2
77	CCOC(=O)C1=NN(c2ccccc2)C2=NC(C)=C(C(=O)OC)C(c3cccs3)N12 (centres undefined)	-17
78	CC(NCc1cc(Br)ccc1OCC(N)=O)C12CC3CC(CC(C3)C1)C2 (centres undefined)	-59
79	CN(C)CCCNC(=O)c1ccc(-c2cc(O)c3ncccc3c2)cc1	1
80	O=[N+]([O-])c1ccc(NC(=S)N2CCN(c3ccccn3)CC2)cc1	3
81	COc1ccc(N2C(=O)N3[C@H](c4cccc(C)c4)[C@@H]4C(=O)N(Cc5ccccc5)C(=O)[C@@H]4[C@]3(Cc3ccccc3)C2=O)cc1	-16
82	Cc1c(Cl)cccc1NC(=O)c1ccco1	5

# Continuation:
item	mol	Pf gametocyte
85	CN1CCC(=O)N([C@H](CO)c2ccccc2)CC1	-13
86	COc1ccc(C)cc1NCc1ccc(OC)c(C)c1OC	-8
87	C=Cc1ccc(Cn2c(=O)n(C)c(=O)c3sccc32)cc1	-25
88	COC(=O)CN1C(=O)[C@H]2[C@@H](c3ccc(C)o3)N3C(=O)CN(Cc4ccccc4)C(=O)[C@@]3(Cc3ccccc3)[C@H]2C1=O	6
89	Cc1c(NS(=O)(=O)c2ccc(Br)cc2)c(=O)n(-c2ccccc2)n1C	3
90	COc1ccc(S(=O)(=O)Nc2ccc3c(c2)C(=O)N([C@H](C)CO)C[C@H](C)[C@@H](CN(C)C(=O)Nc2ccc(C(F)(F)F)cc2)O3)cc1	17
91	COc1ccc(CCn2c(=N)c(C(=O)NCc3ccco3)cc3c(=O)n4ccccc4nc32)cc1OC	17
92	O=C(O)c1cccc2c1C(=O)c1ccc(N3CCCCC3)cc1S2(=O)=O	8
93	Oc1cccc(Nc2nc(N3CCOCC3)nc(N3CCOCC3)n2)c1	5
94	Cc1c(Cl)cccc1-n1cnc(=O)c2ccccc21	8
95	COc1ccc(S(=O)(=O)N(C)C[C@H]2Oc3ccc(NS(=O)(=O)c4cccs4)cc3CC(=O)N([C@H](C)CO)C[C@H]2C)cc1	2
96	CCCNC(=O)c1onc(CSc2ccc(Cl)cc2)c1C(=O)NC(C)C	19
97	CN1CCCN(C(=O)c2c(F)cccc2Cl)CC1	15
98	CCC(C)NC(=O)CN1C(=O)c2cccc3cccc1c23 (centres undefined)	11
99	O=C(Nc1ccc(Nc2ccccc2)cc1)c1ccccc1	10
100	CN(Cc1ccccc1)C(=O)c1[nH]cnc1C(=O)N[C@@H](Cc1ccccc1)C(=O)OC(C)(C)C	-3
101	COc1ccc(S(=O)(=O)NCc2ccccc2)cc1Br	17
102	CCCc1c(C)nc(N2CCN(c3ccccc3F)CC2)[nH]c1=O	-21
103	O=C(OCCc1cc2ccccc2c(=O)o1)c1ccc2c(c1)OCO2	14
104	Cc1cc(C)nc(Nc2cccc3ccccc23)n1	-2
105	Cc1cc(C)c2c(c1)NC(C(=O)O)C1CC=CC21 (centres undefined)	-12
106	O=C(Cc1cccc(NC(=O)C2CCN(C(=O)C3CCCCC3)CC2)c1)Nc1cccc(C(=O)N2CCCC2)c1	-16
107	CSc1ccc(CN(C)CCc2ccccn2)cc1	0
108	COc1cccc2c(=O)c3c([nH]c12)OC(C)(C)C3	-3

# By substructure, those above containing a COOH group.
item	mol	Pf gametocyte
59	O=C(O)c1ccc(/C=N\Nc2ccccn2)cc1	15
64	O=C(O)C1C2C=CC(C2)C1C(=O)NCc1ccc(Cl)cc1Cl (centres undefined)	14
92	O=C(O)c1cccc2c1C(=O)c1ccc(N3CCCCC3)cc1S2(=O)=O	8
105	Cc1cc(C)c2c(c1)NC(C(=O)O)C1CC=CC21 (centres undefined)	-12

# New compounds follow:
item	mol	Pf gametocyte
109	O=C(Nc1ccc(F)cc1)c1cccnc1	6
110	CC(C)NC(=O)N(C)C[C@H]1Oc2ccc(NC(=O)C3CCCCC3)cc2C(=O)N([C@H](C)CO)C[C@@H]1C	3
111	O=C(Oc1ccc(C(=S)N2CCOCC2)cc1)c1ccccc1[N+](=O)[O-]	-5
112	CC(C)(C)OC(=O)NCc1ccc(CNC(=O)c2nc[nH]c2C(=O)N2CCc3ccccc3C2)cc1	-1
113	CN(Cc1ccccc1)C(=O)c1cc(=O)[nH]c2ccccc12	0
114	CCn1c(=O)n(CC)c2cc(NC(=O)C(C)c3ccccc3)c(Br)cc21 (centres undefined)	-6
115	CCCCNc1c(-c2ccc(OC)c(SC(C)CC)c2)nc2ccc(C)cn12 (centres undefined)	-32

# Assay outcomes from PubChem.

# A portion of the library, so the mix of outcomes need not match the whole.
